# APJ antagonist = antagonists of human apelin receptor APJ, primary screen, CHO-K1 cells, beta-arrestin complementation, luminescence. 0.32% of 330,000 active. P35414. inhibition, % at 20 µM;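 active means inhibition above about 40% at 20 µM, limit read from the data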;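 further: cells challenged with 10 nM apelin-13 agonist together with compound; plate controls were apelin-13 plus DMSO wells for no effect and DMSO wells lacking apelin-13 for full effect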
# Target sequence (P35414 whole entry, looked up): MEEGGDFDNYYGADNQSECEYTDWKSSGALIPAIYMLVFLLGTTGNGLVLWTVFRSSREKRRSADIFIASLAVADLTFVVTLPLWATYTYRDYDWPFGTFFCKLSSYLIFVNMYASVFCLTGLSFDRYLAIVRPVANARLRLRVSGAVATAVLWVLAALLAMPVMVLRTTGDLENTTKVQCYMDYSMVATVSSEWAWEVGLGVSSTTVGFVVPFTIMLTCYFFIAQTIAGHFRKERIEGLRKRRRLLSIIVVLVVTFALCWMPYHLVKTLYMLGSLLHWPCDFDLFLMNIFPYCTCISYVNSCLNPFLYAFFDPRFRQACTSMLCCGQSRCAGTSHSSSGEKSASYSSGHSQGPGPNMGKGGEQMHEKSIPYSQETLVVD
# Jurkat NFkB inh = inhibitors of induced NF-kB luciferase reporter, primary screen, TCR NF-kB activation inhibitor project, cell-based, luminescence, uHTS. Jurkat, PMA/ionomycin-induced NF-kB luciferase reporter. inhibition, % at 4 µM. 0.53% of 330,000 active. AID 435003, 2010; in the data active means inhibition above about 50%
# 697 NFkB inh = inhibitors of PMA/ionomycin-induced NF-kB reporter, 697 cells, primary screen, B-cell NF-kB inhibitor project, cell-based, luminescence, uHTS; 697 B-cell NF-kB luciferase reporter, 16 h; inhibition, % at 4 µM; 0.33% of 330,000 active; AID 435022, 2010; in the data active means inhibition above about 35%
# EBI2 antag = EBI2 receptor antagonists, beta-arrestin recruitment, primary screen, cell-based, luminescence, 7a,25-OHC stimulation, uHTS; inhibition, % at 5 µM; 0.81% of 360,000 active; G-protein coupled receptor 183 (Homo sapiens), P32249; 7a,25-OHC stimulated; in the data active means inhibition above about 38%;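 further: enzyme fragment complementation signal reports receptor beta-arrestin coupling in cells; 0% = agonist plus DMSO wells and 100% = wells without agonist; some results beyond the cut were filed as inactive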
# CXCR6 inh = CXCR6 receptor inhibitors, primary screen, cell-based, beta-arrestin, luminescence, CHO-K1 PathHunter, 1536-well; C-X-C chemokine receptor type 6 (Homo sapiens), O00574; inhibition, % at 20 µM; 0.36% of 360,000 active; AID 602244, 2012; in the data active means inhibition above about 34%, passing the limit was not always enough;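 further: antagonist mode with CXCL16 agonist at 10 nM final; 0% = 10 nM CXCL16 with DMSO and 100% = unstimulated wells without agonist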
# Target sequence (O00574 whole entry, looked up): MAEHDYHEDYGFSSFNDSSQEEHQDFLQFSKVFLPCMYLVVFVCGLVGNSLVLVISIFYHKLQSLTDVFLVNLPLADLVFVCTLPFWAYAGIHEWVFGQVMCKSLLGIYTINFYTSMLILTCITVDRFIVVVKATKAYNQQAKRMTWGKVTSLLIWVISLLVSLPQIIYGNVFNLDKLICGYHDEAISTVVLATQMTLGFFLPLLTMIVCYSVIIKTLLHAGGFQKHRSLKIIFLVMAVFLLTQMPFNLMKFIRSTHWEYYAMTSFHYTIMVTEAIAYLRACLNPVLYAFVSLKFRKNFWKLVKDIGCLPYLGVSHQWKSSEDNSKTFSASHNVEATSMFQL
# UBC13 inh = UBC13 polyubiquitin chain formation inhibitors, primary screen, biochemical, TR-FRET, uHTS. Ubiquitin-conjugating enzyme E2 N (Homo sapiens), P61088. 0.47% of 330,000 active. inhibition, % at 20 µM; in the data active means inhibition above about 45%, passing the limit was not always enough
# Target sequence (P61088 whole entry, looked up): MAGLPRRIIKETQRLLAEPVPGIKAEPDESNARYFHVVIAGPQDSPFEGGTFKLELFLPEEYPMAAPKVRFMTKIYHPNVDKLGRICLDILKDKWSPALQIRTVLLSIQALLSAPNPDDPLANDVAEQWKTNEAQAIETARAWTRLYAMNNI
# Gli-Sufu antag = Gli-Sufu pathway antagonists, primary screen, luciferase luminescence, Sufu-KO-LIGHT cells, uHTS. Sufu-KO-LIGHT fibroblasts, Gli luciferase reporter luminescence. inhibition, % at 5 µM. 0.74% of 340,000 active. AID 588413, 2011;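 active means inhibition above about 55%, limit read from the data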;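 further: 0% = DMSO-treated cells and 100% = wells with medium but no cells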
# CCR6 antag = CCR6 receptor antagonists, primary screen, cell-based, CHO-K1, luminescence, beta-arrestin, uHTS; C-C chemokine receptor type 6 (Homo sapiens), P51684; CHO-K1 CCR6 PathHunter beta-arrestin, CCL20-stimulated; inhibition, % at 20 µM; 0.49% of 340,000 active;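 active means compounds whose inhibition of the agonist-driven luminescence signal at 20 µM reaches about 50%, limit read from the data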;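 further: cells stimulated with CCL20 at 14 nM final; plate controls were DMSO with CCL20 for no effect and DMSO without agonist for full effect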
# * hit, by the source's call; . = not tested or not shown.
Compound	697 NFkB inh	Gli-Sufu antag	CXCR6 inh	EBI2 antag	APJ antagonist	Jurkat NFkB inh	CCR6 antag	UBC13 inh
NS(=O)(=O)c1ccc(N2C(=O)C3C4CC(C(Br)C4Br)C3C2=O)cc1 (stereo unspecified)	-16.8	-0.9	-4.0	6.1	6.2	-8.6	-1.9	2.0
COc1cccc(Nc2nnc(SCc3nc4ccccc4s3)s2)c1	-59.6	2.7	4.3	-5.4	-0.5	-69.5	3.1	-7.5
CCCCN(CC)CCNc1c(N2CCN(C(=O)OCC)CC2)c(=O)c1=O	-10.0	-2.5	3.4	-4.1	-8.7	-16.6	3.9	-10.7
O=C1C2C3C=CC(C3=C(c3ccccc3)c3ccccc3)C2C(=O)N1Cc1ccccc1 (stereo unspecified)	4.4	13.2	2.4	2.6	15.8	-0.3	12.3	-8.6
CC(C)(C)c1ccc(C(CC(=O)O)NC(=O)CSc2ccccc2)cc1 (stereo unspecified)	-1.5	-1.3	7.8	4.5	-3.3	-18.7	3.5	-1.0
CCc1nc2cc([N+](=O)[O-])c([N+](=O)[O-])cc2[nH]1	22.2	8.4	-20.4	1.1	-4.5	-1.2	12.2	-2.2
O=C(CCc1nnc(CCc2ccccc2)o1)NC(c1cccnc1)C(F)(F)F (stereo unspecified)	-12.9	-6.2	4.3	1.2	-3.1	-8.6	4.2	9.8
COc1cccc(C2C(C(C)=O)=C(C)Nc3ncnn32)c1 (stereo unspecified)	5.3	7.7	-4.7	-7.4	13.5	2.9	5.9	-0.2
Cn1c(CCN2CCCCCC2)nc2cc(NC(=O)Nc3ccccc3)ccc21	-41.9	-25.9	-2.3	-2.9	-10.5	-49.1	-3.1	12.2
N#Cc1c(SCC(=O)N2CCOCC2)nsc1SCC(=O)N1CCOCC1	-15.8	4.0	5.0	-2.9	4.0	-6.7	-4.9	-2.7
CN1C(=O)c2ccc(N3CCCC3)cc2C1=O	-11.7	-8.8	-3.7	-0.5	0.5	-17.0	0.1	-34.5
COc1ccccc1OCC(=O)OCc1cc(-c2ccco2)on1	-4.4	-0.6	1.9	-9.1	2.3	-12.2	14.1	-15.9
O=C(NC1CCCC1)c1ccc(CS(=O)(=O)Cc2ccccc2F)o1	-3.2	-1.7	-1.4	-14.7	1.9	15.6	12.9	5.1
COc1ccc(C2OC(=O)CC2C(=O)NC2CCCCCC2)cc1OC (stereo unspecified)	-5.7	-7.4	-2.4	-0.7	-1.8	-19.9	6.5	-7.9
CC(C)N(CCn1c(=S)[nH]c2ccccc2c1=O)C(C)C	-10.5	22.9	-7.2	-5.8	-2.3	-20.3	-0.2	9.1
COc1ccc(-c2cnnc(N/N=C/c3c(C)nn(-c4ccccc4)c3Cl)n2)cc1	.	-3.5	-4.0	7.2	.	.	10.6	.
O=C(Cn1nc(-c2ccccc2)c2ccccc2c1=O)Nc1ccc2c(c1)nc1n2CCOC1	-3.6	-4.7	6.3	-1.4	7.0	-2.9	9.4	3.0
CCCCCn1c(SCC(=O)OCC)nc2cc(C(=O)NCc3ccco3)ccc2c1=O	7.6	-8.9	1.1	22.6	10.2	14.8	-2.3	16.0
O=c1cccccc1NN=C1CCCCCC1	3.7	-26.0	-2.0	-1.1	-10.3	0.9	13.2	-1.8
CCN1CCN(c2ccc(S(=O)(=O)N3CCOCC3)cc2NC(=O)c2sccc2C)CC1	9.8	9.7	-3.8	-18.2	2.8	17.0	14.4	1.1
CCOc1ccc(N2CC(C(=O)Nc3ccccc3OC)CC2=O)cc1 (stereo unspecified)	1.2	-0.7	-5.1	10.6	17.6	3.1	-5.2	3.3
Cc1ccc(NC(=O)/C(=C\c2ccc([N+](=O)[O-])cc2)NC(=O)c2ccccc2)cc1	19.7	4.6	1.2	-3.9	-1.7	12.5	4.4	-14.3
Cc1ccc2nc(NC(=O)CSc3nc4ccccc4o3)sc2c1	-79.0	-7.5	-1.9	-1.0	4.0	-27.8	6.4	-10.6
Cc1ccc(-n2ncc3c(=O)n(CC(N)=O)cnc32)cc1	-2.4	-1.4	3.9	2.8	-21.2	4.7	5.8	-4.7
CCc1ccc(CN(C(=O)COc2c(C)cccc2C)C2CCS(=O)(=O)C2)cc1 (stereo unspecified)	-2.5	-9.9	7.7	8.0	7.6	3.6	15.2	3.6
O=c1cc(-c2ccc(Cl)cc2)nc(N2CCN(c3ccccc3)CC2)[nH]1	9.6	-6.0	-6.5	-9.7	6.0	9.1	0.2	7.2
COc1ccccc1NC(=O)Nc1ccc(Cl)c(S(=O)(=O)Nc2ccccc2OC)c1	4.4	-0.5	-2.5	2.1	2.8	-0.1	7.5	-2.1
CCN(CC(=O)Nc1ccc(OC)cc1)C(=O)CSCc1c(C)noc1C	19.9	4.1	-9.9	4.1	-7.0	-16.1	16.1	1.8
O=C(Cn1c(=O)sc2ccccc21)NCCOc1ccccc1F	3.1	17.9	-6.6	10.4	12.0	3.2	1.1	1.9
CC(C)(C)c1ccc2c(c1)C(c1ccc3c(c1)OCO3)CC(=O)O2 (stereo unspecified)	17.8	0.1	3.3	4.4	.	.	38.8	.

# Compound profiles, from the list above. Values in the order: 697 NFkB inh, Gli-Sufu antag, CXCR6 inh, EBI2 antag, APJ antagonist, Jurkat NFkB inh, CCR6 antag, UBC13 inh
# Entry for COc1ccc(-c2cnnc(N/N=C/c3c(C)nn(-c4ccccc4)c3Cl)n2)cc1 = ., -3.5, -4.0, 7.2, ., ., 10.6, .
# Entry for O=C(Cn1nc(-c2ccccc2)c2ccccc2c1=O)Nc1ccc2c(c1)nc1n2CCOC1 = -3.6, -4.7, 6.3, -1.4, 7.0, -2.9, 9.4, 3.0

# Further records:
Compound	697 NFkB inh	Gli-Sufu antag	CXCR6 inh	EBI2 antag	APJ antagonist	Jurkat NFkB inh	CCR6 antag	UBC13 inh
CCCCNC(=O)C(=O)Nc1cc2c3c(c1)CCC(=O)N3CCC2	16.8	6.8	0.0	-1.1	15.8	7.3	13.8	9.5
Cc1ccc(NC(=O)C(C)OC(=O)c2ccc(NS(=O)(=O)c3ccc(F)c(F)c3)cc2)cc1 (stereo unspecified)	4.8	-1.9	-7.1	-4.0	-7.7	14.2	12.0	-5.2
O=C1NC2(CCCCC2)C(=O)N1Cc1cccc(C(F)(F)F)c1	-35.2	1.2	1.8	-2.0	-0.2	-3.8	-4.7	-7.9
CC(=O)C1C(=O)CC(C)(O)C(C(C)=O)C1c1ccc(N(C)C)cc1 (stereo unspecified)	6.7	-20.8	4.3	1.6	2.2	12.8	-1.8	1.4
Cc1cc(NC(=O)CSc2nc3c(cc2C#N)CCCC3)no1	-102.3	-72.6	9.7	4.6	-9.7	-113.5	-1.5	16.7
COc1ccc(C2c3sc(=O)[nH]c3SC3C4CCC(C4)C23)cc1 (stereo unspecified)	20.7	-3.1	15.3	0.7	8.1	-3.0	3.8	-4.0
COc1cccc(CNC(=O)CCc2nnc(C3CCCCC3)o2)c1	6.9	6.6	1.3	-0.2	-3.9	-6.6	-2.2	4.3
Cc1c(-c2ccccc2)oc2c(C(=O)N3CCN(c4ccccc4F)CC3)cccc2c1=O	0.2	6.5	1.2	18.6	1.2	8.3	11.7	0.7
CCOc1ccc(N2C(=O)CC(NCc3ccc(F)cc3)C2=O)cc1 (stereo unspecified)	12.6	-1.4	-2.0	-7.2	-2.8	16.5	4.2	3.1
O=C(COc1ccccc1Cc1ccccc1)NCCCN1CCOCC1	28.5	3.1	2.9	3.7	-14.9	-6.8	12.8	2.2
COc1cccc(C(N)=O)c1OC(=O)Cc1ccccc1F	19.5	-33.0	-3.4	7.3	10.2	-11.7	2.7	5.7
CCC(=O)Nc1cccc(-c2nnc(-c3cccc(NC(=O)CC)c3)o2)c1	13.5	-0.6	-12.8	-22.0	-4.4	-7.3	-20.1	-4.7
CCOc1ccc(N(CC(=O)NC2CCCCC2)C(=O)CCC(=O)Nc2nccs2)cc1	3.3	-11.6	4.7	0.4	5.4	-7.0	10.9	3.6
COc1ccc(C(=O)NN2CCCCC2)cc1OC	1.1	0.7	2.9	-3.3	1.3	-15.1	-1.2	-16.6
CCN1CCN(C/C(C)=C/c2ccccc2)CC1	-8.0	5.4	6.0	-2.9	5.6	-7.4	-11.5	1.3
Cc1cc(=O)[nH]c(-n2nc(C)c(Oc3ccccc3O)c2C)n1	6.1	3.7	5.6	-23.8	23.7	1.2	28.7	-7.9
CC(C)CCn1nnnc1CN1CCN(c2ccc(F)cc2)CC1	7.9	-4.2	10.5	4.5	13.9	3.8	11.4	1.6
O=[N+]([O-])c1ccc(Cl)cc1CNc1ccc(F)c(F)c1	14.2	-5.3	12.9	-11.3	-3.6	2.7	11.3	12.4
COc1cc(C(c2c(C)[nH][nH]c2=O)c2c(C)[nH][nH]c2=O)cc(Br)c1OC	0.5	18.9	-2.0	-11.1	-6.1	-1.1	13.3	-17.6
O=C(CC1c2ccccc2Oc2ccccc21)N1CCN(c2ccccn2)CC1	6.4	6.1	12.6	2.2	3.1	-5.1	5.0	1.6
COc1ccc(C(=O)NCC(=O)OCC(=O)NCc2ccc3c(c2)OCO3)cc1	-2.0	-0.1	-9.3	3.8	1.8	-5.4	4.7	-16.1
COc1ccc(/C(N)=N/OC(=O)c2ccc3c(c2)OCO3)cc1	-109.1	-50.6	-8.0	1.1	-46.7	-79.2	-2.0	4.6
Cn1cnnc1SCC(=O)NC1CCCN(Cc2ccc(Cl)cc2)C1 (stereo unspecified)	0.6	2.4	-1.3	12.5	-8.1	19.7	12.2	-2.7
Cc1ccc(NC(=O)CSc2nnc(COc3ccccc3C)o2)cc1	16.6	5.3	-8.4	1.2	-6.1	11.8	8.5	9.0
CC(C)C[C@H](NC(=O)c1nc[nH]c1C(=O)N1CCc2ccccc2C1)C(=O)OCc1ccccc1	-3.8	-4.8	11.6	3.6	10.5	11.7	12.8	-7.5
COc1cccc2c(=O)c(C(=O)NCc3cccs3)c[nH]c12	-69.4	-48.2	-2.3	-2.9	-10.1	-57.8	8.9	5.4
COc1ccc(-c2nc(N)n(C(=O)c3cccs3)n2)cc1	12.5	1.6	-3.5	-0.1	9.0	5.0	5.1	9.1
O=S(=O)(c1ccccc1)N1CCN(CCO)CC1	-0.4	4.3	7.5	-17.6	-16.8	-8.1	8.7	-4.6
CCCNC(=O)NC(=O)CSc1ccc(C)cc1C	13.0	-6.9	3.2	-3.9	-0.2	15.2	6.8	0.5
COC(=O)CC1C(=O)NCCN1C(=O)c1c(F)cccc1F (stereo unspecified)	18.4	-14.8	-1.7	-9.4	15.1	11.6	-16.9	-4.2

Compound	697 NFkB inh	Gli-Sufu antag	CXCR6 inh	EBI2 antag	APJ antagonist	Jurkat NFkB inh	CCR6 antag	UBC13 inh
O=C1N/C(=C/c2ccc(N3CCOCC3)cc2)C(=O)N1Cc1ccc(F)cc1	-27.1	-3.4	0.4	4.4	-8.5	-7.7	-1.1	-2.6
CCOC(=O)/C=C/C(=O)OCC(=O)Nc1ccc(Cl)cn1	-5.7	24.4	-4.7	7.2	-18.4	4.9	5.5	-11.5
O=C1N/C(=N\S(=O)(=O)c2ccccc2)S/C1=C\c1cc([N+](=O)[O-])ccc1O	22.6	2.7	13.5	-5.7	32.9	4.6	14.6	-42.9
NS(=O)(=O)c1ccc(CCNC(=O)C2CCN(S(=O)(=O)c3cnc[nH]3)CC2)cc1	9.6	-22.3	-1.6	-4.4	15.4	2.5	10.1	1.4
CSc1ccc(Cl)c(C(=O)NCCCn2ccnc2)c1	6.9	-0.5	6.5	-5.2	13.1	14.1	1.0	6.5
